GRP78 ERSR act – qHTS for Inducers of the Endoplasmic Reticulum Stress Response (ERSR) in Human Glioma: qHTS; U87-MG GRP78 promoter luciferase reporter, 16 h; Potency, µM, for the others: top-dose activation, usual class: activators; hit rate 0.02% among 420,000; further: potency means the concentration at half of the fitted maximal effect; series mostly up to about 76 µM; % of control where 0% means no effect; nearly all actives have a fitted effect of over 35% in size
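ERSR induction read as luciferase luminescence (Bright-Glo, 10 min at room temperature) in stably transfected human U87-MG glioma cells exposed to compounds for 16 h, using GRP78 as sensor.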
Vif-A3G inh – qHTS for Inhibitors of Vif-A3G Interactions: qHTS | DNA dC->dU-editing enzyme APOBEC-3G (Homo sapiens), Q9HC16 | HeLa A3G-eYFP + Vif (tagged APOBEC3G with the HIV-1 protein that degrades it), YFP fluorescence, overnight | Potency, µM (titrated, usually from 46.1 µM), without a hit: at the highest dose activity, negative = active, actives largely listed as inhibitors | hit rate 0.076% among 410,000 | AID 602310, 2012;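 further: potency means the concentration at half of the fitted maximal effect; on the % scale 0 is the no-effect control and ±100 the full control effect; nearly all actives have a fitted effect of over 60% in size; hits raise eYFP signal because A3G escapes Vif-driven loss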
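HeLa cells stably expressing Vif and C-terminally eYFP-tagged A3G, seeded overnight at 37 deg C, then exposed to compound by pintool overnight at 37 deg C. Rise in yellow fluorescence (Ex 488/Em 500-530, Acumen) marks blocked Vif-driven A3G degradation.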
D2 antag – HTS Assay for Allosteric Antagonists of the Human D2 Dopamine Receptor: Primary Screen for Antagonists; AID 485344, 2010; HEK293 TREx D2 cells, calcium flux, dopamine EC80; D(2) dopamine receptor (Homo sapiens), P14416; inhibition, % at 10 µM; hit rate 2% among 340,000; in the data active means inhibition above about 30%; further: 0% is about no effect
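Inhibition of EC80 dopamine-driven calcium flux, recorded kinetically, defines activity here; cells are a tetracycline-induced HEK293 T-REx line expressing force-coupled D2.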
LDHA block – qHTS assay for inhibitors of human lactate dehydrogenase; L-lactate dehydrogenase A chain (Homo sapiens), P00338; purified LDHA, NADH/diaphorase-resazurin fluorescence; stronger effect = lower value; activity change, % (values are at about 110 or 230 µM); hit rate 0.15% among 480,000; in the data active means activity change below about -30%; inconclusive means mostly about -25% to -30%;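 further: plate controls were DMSO wells for no effect and wells without enzyme for full effect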
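Human LDH5 (2 nM) was incubated with 0.06 mM NADH and 0.2 mM pyruvate for 5 min at room temperature in Tris pH 7.4. Remaining NADH was coupled through diaphorase/resazurin, and resorufin fluorescence was read at 0 and 20 min.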
D2 agonist – HTS Assay for Allosteric Agonists of the Human D2 Dopamine Receptor: Primary Screen for Agonists; D(2) dopamine receptor (Homo sapiens), P14416; HEK293 T-REx D2 cells, calcium flux agonist mode; activation, % at 2 µM; hit rate 0.53% among 340,000;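 active means activation over 3 SD above normal in the single-dose calcium agonist read, cut at about 30% in these data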; further: 0% is about no effect
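Agonism is scored from calcium flux in a force-coupled, inducible HEK293 cell line expressing D2, read kinetically for 180 s after compound addition against dopamine controls.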
Vif-A3F inh – qHTS for Inhibitors of Vif-A3F Interactions: qHTS | hit rate 0.2% among 390,000 | AID 602313, 2012 | Potency, µM (titrated, usually from 46.1 µM), for inactives: at the highest dose activity, negative = active | HeLa A3F-eYFP + Vif (tagged APOBEC3F with the HIV-1 protein that degrades it), YFP fluorescence increase; further: potency means the concentration at half of the fitted maximal effect; % of control where 0% means no effect; nearly all actives have a fitted effect of over 65% in size
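HeLa cells stably expressing Vif plus C-terminally eYFP-tagged A3F were seeded, incubated overnight at 37 deg C, dosed with compound, incubated overnight again at 37 deg C. Yellow fluorescence (Ex 488/Em 500-530) reported blocked Vif-mediated A3F-eYFP degradation.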
ALOX12 inh – Primary qHTS assay for inhibitors of human arachidonate 12S-lipoxygenase (ALOX12): Round 2; AID 1671190, 2021; Potency, µM (highest dose often 108 µM), for inactives: at the highest dose activity change, negative = inhibition, hits mostly inhibitors; hit rate 1.1% among 580,000; purified 12hLO, xylenol orange hydroperoxide absorbance; Polyunsaturated fatty acid lipoxygenase ALOX12 (Homo sapiens), P18054; further: potency means the concentration at half of the fitted maximal effect; on the % scale 0 is the no-effect control and ±100 the full control effect
Target sequence (P18054 whole entry, looked up): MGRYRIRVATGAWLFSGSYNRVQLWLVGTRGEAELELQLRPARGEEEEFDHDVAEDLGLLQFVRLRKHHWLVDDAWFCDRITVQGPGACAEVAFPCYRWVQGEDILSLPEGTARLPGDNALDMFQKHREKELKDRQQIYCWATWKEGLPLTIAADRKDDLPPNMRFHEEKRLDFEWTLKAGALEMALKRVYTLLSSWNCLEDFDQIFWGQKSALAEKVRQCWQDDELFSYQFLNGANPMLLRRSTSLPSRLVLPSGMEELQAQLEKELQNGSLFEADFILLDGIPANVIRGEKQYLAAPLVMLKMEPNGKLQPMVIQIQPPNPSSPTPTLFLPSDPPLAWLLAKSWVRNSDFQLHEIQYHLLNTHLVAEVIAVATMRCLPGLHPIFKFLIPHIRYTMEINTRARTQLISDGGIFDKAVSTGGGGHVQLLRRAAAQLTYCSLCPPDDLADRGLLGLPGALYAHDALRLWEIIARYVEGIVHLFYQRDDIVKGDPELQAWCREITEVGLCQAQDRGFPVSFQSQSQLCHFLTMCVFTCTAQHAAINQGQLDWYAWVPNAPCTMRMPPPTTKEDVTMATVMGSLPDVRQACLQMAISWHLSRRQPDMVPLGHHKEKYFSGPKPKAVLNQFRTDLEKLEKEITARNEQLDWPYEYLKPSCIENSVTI
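Purified human 12hLO (150 nM final) in 25 mM Hepes, 0.01% Triton X-100, pH 7.0 was preincubated 15 min at room temperature with compound. Then 40 uM arachidonic acid was added, 30 min. Hydroperoxide was read by Fe-XO absorbance ratio 573/405 nm.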
RGS4 inh – Inhibitors of Regulator of G Protein Signaling (RGS) 4: qHTS. Transcreener GDP fluorescence polarization, RGS4-accelerated GTP hydrolysis. hit rate 0.039% among 390,000. Potency, µM (highest dose often 114 µM), for inactives: at the highest dose activity change, negative = inhibition, most hits filed as inhibitors. AID 504845, 2011. Regulator of G-protein signaling 4 (Homo sapiens), P49798; further: potency means the concentration at half of the fitted maximal effect; on the % scale 0 is the no-effect control and ±100 the full control effect; nearly all actives have a fitted effect of over 75% in size; some results filed as inactive show a strong effect at the top dose
Target sequence (P49798 whole entry, looked up): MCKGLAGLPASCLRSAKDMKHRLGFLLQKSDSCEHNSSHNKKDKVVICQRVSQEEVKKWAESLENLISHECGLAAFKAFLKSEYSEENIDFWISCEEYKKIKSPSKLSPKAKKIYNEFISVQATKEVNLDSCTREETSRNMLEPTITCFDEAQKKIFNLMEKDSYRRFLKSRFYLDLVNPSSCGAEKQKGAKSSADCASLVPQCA
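MLSMR compounds (23 nl, pin-transferred) preincubated 10 min at room temperature with a 500nM (2x) first reagent, then RGS4 at 900nM (2x) plus Transcreener GDP mix added; fluorescence polarization (620/688 nm) read before and after 90 min at 30 °C.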
ERG-DNA inh – qHTS for Small Molecule Inhibitors of the ERG Ets/DNA interaction. Transcriptional regulator ERG (Homo sapiens), P11308. Potency, µM (doses to about 76.9 µM), without a hit: at the highest dose FP activity, negative = inhibition, most hits filed as inhibitors. fluorescence polarization, His-ERG Ets domain / labelled DNA. AID 624246, 2012. hit rate 0.028% among 370,000; active means well fitted inhibition curve with a large enough effect in the polarisation, with a control signal flat; inconclusive means small, poorly fitted or top-dose-only effect, or effect the other way, or a change in a side signal; inactive means no such curve, though single readings can be large or run the other way; the % refers to the polarisation;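 further: polarization taken with two DNA probes labelled with fluorescein and Texas red; potency means the concentration at half of the fitted maximal effect; % of control where 0% means no effect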
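His-tagged ERG Ets domain (1 uM in the protein solution; 300mM KCl, 50mM Tris-HCl, 1mM EDTA, 1mM DTT, pH 7.5) received compound, then a probe mix of 5 nM fluorescein-DNA and 100nM Texas-615-DNA. Fluorescence polarization was read for both dyes.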
* hit, by the source's call; ? = inconclusive; / = no result given; & = joins results of further samples; [ ] = remark or other dose. Unless noted, the call rests on the fitted dose curve; in most records, active means well fitted curve in the direction sought with a large enough effect; inconclusive means small, poorly fitted or top-dose-only effect, or another doubt; inactive means no such curve, though single readings can be large; an effect the other way counts as inactive or inconclusive. Not all compounds are listed (hit frequency here may not be typical).

SMILES	GRP78 ERSR act	Vif-A3G inh	D2 antag	LDHA block	D2 agonist	Vif-A3F inh	ALOX12 inh	RGS4 inh	ERG-DNA inh
Cc1ccc(/C=C/C(=O)N2CCC(c3nc4ccccc4o3)CC2)cc1	3.0%	4.0%	/	12.3&-4.8	-1.7	0.5%	8.3%&-11.7%	3.0%	-2.8%
C1=C(c2sc3ccccc3c2-c2ccc(OCCN3CCOCC3)cc2)CCCC1	-0.8%	-0.9%	/	-1.0	/	-7.7%	-7.5%	-53.7%	-3.3%
CC(Oc1ccccc1)C(=O)OCC(=O)N1CC(=O)Nc2ccccc21 (stereo not given)	-2.9%	0.8%	-10.9	-3.1	/	2.6%	-5.9%	-12.4%	0.6%
Cc1ccc(S(=O)(=O)/N=C(/c2ccccc2)N(C)c2ccc(O)cc2)cc1	-0.4%	2.5%	3.3	-3.5	0.1	-6.0%	-2.9%	9.9%	-1.3%
COCCn1cnc2c1c(=O)n(CC(=O)NC1CCCCC1)c(=O)n2Cc1ccccc1	-4.7%	-0.9%	/	-6.7&-7.5	/	-2.2%	12.1%&0.1%	/	/
CCc1nnc(NC(=O)CCC(=O)NCC2CCCO2)s1 (stereo not given)	-2.1%	-0.5%	20.4	1.6	0.5	6.0%	47.6%[activator]	-14.8%	-4.6%
CCCCc1cc(=O)oc2c(C)c(OCC(=O)N3CCC(C(N)=O)CC3)ccc12	3.1%	0.6%	-6.1	-12.9	0.3	-10.5%	34.7%	7.3%	12.4%
O=C(c1ccco1)N1CCN(c2ncccn2)CC1	-1.4%	-2.3%	4.4	-6.1	0.5	10.5%	49.2%[activator][57.4 µM]	-10.7%	-13.7%
COc1cccc(-c2nn(C)c3sc(C(=O)N4CCN(c5cccc(C)c5)C(C)C4)cc23)c1 (stereo not given)	-0.6%	-20.8%	/	2.3	0.4	2.0%	2.5%	-1.9%	1.6%
CCS(=O)(=O)n1nc(-c2ccc(Cl)cc2)nc1SC	-0.2%	0.2%	2.5	-3.2	-0.9	-9.5%	?	-1.2%	-12.4%
C=C(C)C1CC=C(C)/C(=N\NC(=O)CNc2ccccc2OC)C1 (stereo not given)	0.2%	2.0%	-0.2	-1.3	4.0	1.0%	-10.7%	-5.5%	-0.3%
O=C(CCc1ccccc1)C(=O)N1CCCC(C(=O)c2cccc(Cl)c2)C1 (stereo not given)	-7.3%	-0.6%	8.4	-5.6	0.3	-2.6%	-13.8%	?	2.4%
O=C(COC(=O)C1CC2CCCC(C1)C2=O)Nc1ccc(Cl)cn1 (stereo not given)	1.7%	2.4%	19.9	0.8	0.0	2.2%	23.5%	6.8%	-0.9%
CC(C)[C@H](NC(=O)c1ccc(Cl)cc1)C(=O)OCC(=O)N1CCN(c2ccccc2)CC1	-2.2%	-0.5%	/	-5.2	/	0.4%	?	8.5%	5.5%
COc1ccc(OC)c(-n2c(C)nc3cc(C(=O)O)ccc32)c1	-2.2%	0.2%	3.1	0.0	-1.2	-9.7%	?	28.1%	2.6%
CC1(C(=O)NCc2cccc3ccccc23)CCN1Cc1ccc(OC(F)(F)F)cc1 (stereo not given)	-1.1%	-16.9%	/	-0.1	/	/	-14.7%	/	/
CCOC(=O)N1CCN(c2c(N3CCc4ccccc4C3)c(=O)c2=O)CC1	-1.5%	0.0%	3.8	0.4	-0.3	2.0%	-5.9%	0.8%	-10.2%
Cc1ccc(CNc2nc3c([nH]2)c(=O)n(C)c(=O)n3C)cc1	0.6%	0.7%	-10.3	-0.4	0.0	/	-1.8%	12.0%	-8.7%
COc1cc(NS(=O)(=O)c2ccc3c(c2)CCCN3C(C)=O)cc(OC)c1OC	-1.9%	5.4%	/	4.0	0.4	-1.3%	-0.3%	15.1%	3.1%
O=C(NCC1CC1)c1ccccc1Cl	-0.3%	-10.0%	-9.9	-10.2	1.0	-0.2%	114.7%[activator]	25.4%	-8.1%
CCOC(=O)c1ccc(N/C(=N\S(=O)(=O)c2ccccc2C)c2ccccc2)cc1	3.7%	-5.5%	-6.3	-4.3	0.0	-8.5%	0.0%	-11.7%	2.6%
N#CCCC(C#N)(c1cccnc1)N1CCOCC1 (stereo not given)	-5.0%	-0.6%	/	-8.4	/	-1.5%	3.1%	/	/
O=C(Cn1c(SCc2ccccc2)nc2ccccc21)N1CCOCC1	2.1%	-0.2%	-4.7	-4.3	0.1	-9.2%	0.0%	1.5%	-5.2%
Cc1cccc(/C=C2\CCC(C3CCCC3)C2=O)c1 (stereo not given)	3.0%	2.1%	-2.2	1.0	0.3	-15.9%	-11.9%	-13.7%	-0.4%
COc1cccc2[nH]c(C(=O)NCC3CCCO3)cc12 (stereo not given)	1.6%	2.9%	-3.9	2.3&6.3	-0.1	-2.5%	?	-12.7%	2.5%
C=C1C(C(=O)Nc2ccc(F)cc2)C1C(=O)Nc1ccc(F)cc1 (stereo not given)	-2.8%	1.0%	-1.9	-12.2	0.4	-6.8%	0.3%	14.1%	6.7%
O=C(N/N=C/c1cccc(OC(=O)c2ccc([N+](=O)[O-])cc2)c1)c1cccnc1	-4.3%	1.1%	14.5	-5.7	-0.1	1.8%	-15.4%	-1.7%	8.6%
CCS(=O)(=O)N1CCc2cc(C(=O)Nc3cc(C)cc(C)c3)ccc21	0.7%	3.4%	/	-0.7	/	-0.9%	?	24.1%	1.6%
COc1cc(NS(=O)(=O)c2ccc3c(c2)OCC(C(=O)N2CCCC2)O3)cc(OC)c1 (stereo not given)	0.6%	5.1%	/	-2.3	0.5	-6.9%	3.6%	-3.2%	1.3%
COc1ccc(C)cc1NC(=O)c1nn(-c2ccccc2)cc1OC	-5.8%	4.6%	-5.2	-2.4	0.9	3.3%	-16.9%	?	-1.9%

Filtered by structure, those above with fluorine
SMILES	GRP78 ERSR act	Vif-A3G inh	D2 antag	LDHA block	D2 agonist	Vif-A3F inh	ALOX12 inh	RGS4 inh	ERG-DNA inh
CC1(C(=O)NCc2cccc3ccccc23)CCN1Cc1ccc(OC(F)(F)F)cc1 (stereo not given)	-1.1%	-16.9%	/	-0.1	/	/	-14.7%	/	/
C=C1C(C(=O)Nc2ccc(F)cc2)C1C(=O)Nc1ccc(F)cc1 (stereo not given)	-2.8%	1.0%	-1.9	-12.2	0.4	-6.8%	0.3%	14.1%	6.7%

Following part
SMILES	GRP78 ERSR act	Vif-A3G inh	D2 antag	LDHA block	D2 agonist	Vif-A3F inh	ALOX12 inh	RGS4 inh	ERG-DNA inh
O=S(=O)(c1ccccc1)c1nc(-c2cccc(Cl)c2)oc1NCc1ccccc1	0.7%	2.0%	/	-0.1	-2.1	-0.1%	-23.1%	2.9%	8.1%
Cc1ccc(NC(=O)CC[C@H]2O[C@@H](n3cnc4c(NC(=O)c5ccccc5)ncnc43)[C@H](O)[C@@H]2O)cc1C	0.0%	-0.6%	/	-0.3	/	/	-5.5%	/	/
Cc1cc(OCC(=O)N2CCC(C(N)=O)CC2)c2c(C)cc(=O)oc2c1	-1.3%	0.3%	-28.1	-2.5	0.0	2.2%	-0.5%	-5.9%	-17.5%
CN(C(=O)c1ccc2c(=O)n3c(nc2c1)CCCCC3)c1ccccc1F	2.3%	1.8%	/	-3.5	/	-7.7%	-11.3%	13.4%	1.1%
Cc1noc(NS(=O)(=O)c2ccc(NC(=O)CCC3CCCC3)cc2)c1C	-6.0%	-3.5%	-0.1	-1.0	-0.8	1.8%	-3.6%	-1.1%	-9.1%
C=CCN1C(=O)S/C(=C/c2ccc(Sc3nc4ccccc4[nH]3)o2)C1=O	-4.1%	-8.6%	4.6	1.2	0.7	-9.4%	-15.6%	-42.4%	11.8%
Fc1cccc(Cl)c1CSc1nnc(CNc2ccccc2)o1	-2.7%	-3.7%	12.3	-4.0	0.2	7.7%	2.7%	16.0%	-1.9%
CC(C)c1ccc(NC(=O)CC2NCCNC2=O)cc1 (stereo not given)	-0.2%	-3.8%	/	-3.4	-0.4	-4.0%	-1.8%	0.7%	4.6%
Cc1cc(C)c(NC(=O)C2CCCN2CCC(C)C)c(C)c1 (stereo not given)	-6.7%	-6.4%	10.5	-3.9	0.5	2.8%	-23.3%	-33.0%	4.1%
N=c1c(C(=O)NCc2ccc(F)cc2)cc2c(=O)n3ccccc3nc2n1Cc1ccco1	-5.8%	0.6%	6.0	2.4	0.5	-5.0%	1.1%	?	-6.4%
O=S(=O)(Nc1ccc(S(=O)(=O)N2CCCC2)cc1)c1ccccc1Br	-1.7%	-4.4%	-15.1	-4.1	-0.4	-1.0%	99.9%[activator]	9.3%	-7.7%
Cn1c(SCC(=O)N2CCOCC2)ncc(C(=O)Nc2ccccc2)c1=O	-2.9%	3.5%	/	-1.7	0.9	0.9%	4.8%	-34.5%	-12.8%
COCC(C)n1c(SCC(=O)NC(=O)NCc2ccccc2)nc2ccccc2c1=O (stereo not given)	-2.3%	-3.3%	/	-3.9	/	6.1%	-16.0%	-2.7%	-0.8%
